HTRA1 inh: blocks human HTRA1 serine peptidase; 340,000 tested, 0.5% active; inhibition, % at 5.96 µM; recombinant HTRA1, FP-rhodamine activity-based probe, fluorescence polarization; in the data active = inhibition above about 36%;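 also: 0% = enzyme with DMSO and 100% = wells lacking enzyme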
PG9 Ab binder: small molecules binding HIV-1 gp120 antibody PG9; 360,000 tested, 0.43% active; AID 624416; TR-FRET gp120-PG9 antibody binding; inhibition, % at 6.7 µM; in the data active = inhibition above about 8.5%
GC-A act: GC-A (human) enzyme activation; HEK293 GC-A cells, cGMP TR-FRET, EC30 ANP; 0% at EC30 ANP, 100% saturating ANP; 370,000 tested, 0.14% active; P16066; activation, % at 10 µM; in the data active = activation above about 40%
rCAG binder: r(CAG) repeat RNA binding; inhibition, % at 3 µM; 370,000 tested, 1.3% active; TO-PRO-1 dye displacement fluorescence;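 active = inhibition above the plate cutoff, the mean of all test compounds on that plate plus 3 SD, cut at about 35% in these data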;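 also: 0% = DMSO alone and 100% = 100 µM mitoxantrone as full dye displacement; higher means more dye released from RNA so lower well fluorescence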
SMARCA2 act: activators of SMARCA2 function. 370,000 tested, 1% active. activation, % at 9.1 µM. AID 652017. MG213 cells, MMTV-luciferase reporter, dexamethasone, overnight; in the data active = activation above about 7.8%;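 also: 0% = vehicle wells and 100% = reference activator wells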
ABHD4 inh: inhibits mouse alpha/beta hydrolase domain 4. purified mABHD4, FP-Rh probe fluorescence polarization. inhibition, % at 8.92 µM. 370,000 tested, 0.54% active;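 active = inhibition exceeding the mean over every tested compound plus 3 SD, cut at about 30% in these data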;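 also: 0% = plate median of compound wells and 100% = S159A mutant with DMSO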
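Test system: mouse ABHD4 enzyme, wild type. Reagent: FP-Rh fluorescent activity-based probe, added after compound pre-incubation. Timing: pre-incubation 45 min, probe exposure 60 min, at 25 °C. Technique: FP readout, ex 525 nm / em 598 nm. Benchmarks: high control S159A mutant with DMSO, low control median of compound wells.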
ARFGAP1 inhibitor: inhibitors of rat ARFGAP1; Arfgap1-stimulated ARF1 GTP hydrolysis, GDP FP detection; inhibition, % at 16.5 µM; 360,000 tested, 0.26% active;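 active = inhibition above a per-plate limit, mean inhibition of low control wells plus 3 SD, cut at about 25% in these data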;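 also: 0% = DMSO wells with enzyme and 100% = wells lacking Arfgap1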
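Replicates: Single well per compound | Assay system: Truncated rat Arfgap1 GAP domain | Control set: No-Arfgap1 wells (100%) versus DMSO full-reaction wells (0%) | Times: Enzyme reaction 120 min at 25 °C after 20 min preincubation | Reagent: Human ARF1(Δ1-17)-GTP substrate | Measured by: Tracer-displacement fluorescence polarization with EDTA stop, 620/688 nm | Measure: Percent inhibition of Arfgap1-stimulated GTP hydrolysis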
ASAP1 inh: ASAP1 ArfGAP inhibition; ASAP1-stimulated ARF1 GTP hydrolysis, GDP FP detection; inhibition, % at 16.5 µM; 360,000 tested, 0.19% active; Q9ULH1; in the data active = inhibition above about 25%;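 also: 0% = vehicle with enzyme and substrate and 100% = no enzyme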
NPR2 activator: GC-B (human) receptor activation; P20594; HEK293-GC-B cells, CNP EC30, cGMP TR-FRET; 0% at EC30 CNP, 100% saturating CNP; activation, % at 10 µM; 370,000 tested, 0.11% active; AID 1920062;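 active = activation at 10 µM reaching about 35% in either raw or pattern-adjusted values, limit read from the data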
Target sequence (P20594 whole entry, looked up): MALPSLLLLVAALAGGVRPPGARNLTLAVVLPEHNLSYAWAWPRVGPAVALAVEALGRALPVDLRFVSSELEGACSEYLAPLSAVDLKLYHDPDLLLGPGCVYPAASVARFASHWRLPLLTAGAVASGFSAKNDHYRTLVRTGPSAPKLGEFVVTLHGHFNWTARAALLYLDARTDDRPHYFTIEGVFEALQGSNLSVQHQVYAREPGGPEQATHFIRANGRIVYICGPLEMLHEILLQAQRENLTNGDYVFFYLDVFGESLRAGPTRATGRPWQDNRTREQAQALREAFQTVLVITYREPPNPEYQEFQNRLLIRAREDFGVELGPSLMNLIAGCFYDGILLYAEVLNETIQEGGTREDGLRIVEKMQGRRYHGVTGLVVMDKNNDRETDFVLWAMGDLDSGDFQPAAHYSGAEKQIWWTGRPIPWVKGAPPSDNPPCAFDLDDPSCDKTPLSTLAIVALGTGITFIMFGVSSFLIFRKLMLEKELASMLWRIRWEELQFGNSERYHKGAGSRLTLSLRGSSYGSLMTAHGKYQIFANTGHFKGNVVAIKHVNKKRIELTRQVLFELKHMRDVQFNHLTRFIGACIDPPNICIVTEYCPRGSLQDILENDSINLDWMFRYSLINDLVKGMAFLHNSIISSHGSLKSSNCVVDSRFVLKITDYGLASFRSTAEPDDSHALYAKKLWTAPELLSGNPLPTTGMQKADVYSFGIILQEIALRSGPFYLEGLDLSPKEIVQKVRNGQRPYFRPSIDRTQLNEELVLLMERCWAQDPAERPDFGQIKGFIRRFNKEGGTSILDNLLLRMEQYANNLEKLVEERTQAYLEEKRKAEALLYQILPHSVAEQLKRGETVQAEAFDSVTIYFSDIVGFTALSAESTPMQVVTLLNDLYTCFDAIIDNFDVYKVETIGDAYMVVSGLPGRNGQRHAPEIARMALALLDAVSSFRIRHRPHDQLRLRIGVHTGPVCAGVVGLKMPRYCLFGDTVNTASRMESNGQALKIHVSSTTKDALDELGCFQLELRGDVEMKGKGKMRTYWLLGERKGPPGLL
Rev-erbA mod: Rev-erb alpha (human) modulation; P20393; Rev-erbα–FITC-DNA binding, fluorescence polarization, 90 min; activity, % at 10 µM; 370,000 tested, 0.79% active;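 active = activity above about 14%, limit read from the data; passing the limit was not always enough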;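 also: 0% = DMSO wells with 35 nM protein and 100% = DMSO wells with 750 nM protein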
An asterisk follows results filed as active; x = not tested or not shown; & = joins results of further samples.

SMILES | HTRA1 inh | PG9 Ab binder | GC-A act | rCAG binder | SMARCA2 act | ABHD4 inh | ARFGAP1 inhibitor | ASAP1 inh | NPR2 activator | Rev-erbA mod
O=C(c1cc(COc2ccc(F)cc2Cl)on1)N1CCc2ccccc2C1 | -7 | 0.1 | 7 | -2 | -2 | -9 | -8 | -4 | -9 | -5
Fc1ccc(OCCOCCN2CCNCC2)cc1 | 1 | -0.4 | -1 | -2 | -2 | -1 | 6 | 15 | 7 | 4
CCOC(=O)c1[nH]c(C)c(CN(CCc2ccccc2)C(=O)CCC(=O)O)c1C | 6 | 1.1 | 0 | 2 | 6 | -4 | -2 | -4 | 3 | -1
CCOC(=O)c1cc(C#N)c(SCC(=O)c2cc(C#N)c(SC)nc2C)[nH]c1=O | -7 | -0.6 | -7 | 10 | 6 | 1 | -6 | 9 | -6 | -5
Cc1ccc(S(=O)(=O)N2C(c3ccc(Cl)c(Cl)c3)CC=C(C(=O)O)C2c2ccc(Cl)cc2)cc1 (stereo unspecified) | x | -1.7 | -3 | 82* | -7 | 5 | -20 | -1 | -4 | -3
Cc1cc(C(=O)NNC(=O)c2ccc(Cl)cc2Cl)c(C)o1 | -5 | 0.0 | 0 | -2 | -1 | 4 | -5 | 10 | -1 | -2
Clc1cccc(Nc2nc(-c3ccncc3)nc3ccccc23)c1 | -6 | 1.4 | 22 | -1 | -2 | 0 | 39* | 8 | 14 | -22
O=C1OC[C@H]2CCCC[C@@H](CO)ON12 | 3 | -1.3 | -1 | 2 | -2 | -4 | -2 | 0 | 4 | -4
O=C(NCc1ccco1)c1ccc(-c2csnn2)cc1 | -1 | -0.7 | -1 | 1 | -4 | -8 | 13 | -4 | -3 | -3
CCOc1ccccc1NC(=O)C1C2C=CC(O2)C1C(=O)O (stereo unspecified) | 1 | 1.1 | 7 | 3 | 0 | 2 | -5 | 12 | -3 | 5
COc1ccc(-c2oc(NC(=O)CSc3ncn[nH]3)c(C#N)c2-c2ccc(OC)cc2)cc1 | -4 | x | -4 | x | x | x | x | x | -1 | 10
COc1ccc(C(=O)NCc2ccc(Cl)cc2)cc1S(=O)(=O)N1CCCC1 | -11 | 0.4 | 2 | 0 | 1 | 4 | 4 | 3 | 4 | -5
CCOc1ccc(S(=O)(=O)N2CCCCC2)cc1NC(=O)CSCc1c(C)noc1C | -2 | -0.3 | -1 | -3 | 0 | -2 | -6 | 10 | 6 | 3
O=C(CN1C(=O)c2ccccc2C1=O)Nc1cccc(Cl)c1 | -10 | -0.5 | -1 | 7 | -3 | -9 | 7 | -1 | 4 | -5
CCN1CCN(c2nc3c(c(=O)[nH]c(=O)n3C)n2CCCSc2ncccn2)CC1 | 0 | 0.0 | -8 | -1 | -1 | -9 | -18 | 5 | -2 | 9
CN(/N=C/c1ccncc1)C1=NCCN1 | 6 | -3.0 | -3 | 1 | -1 | 1 | 6 | 8 | 4 | -1
COc1cc(C)ccc1OCC(=O)OCC(=O)c1ccc[nH]1 | 1 | -1.0 | 1 | 11 | -3 | -1 | 6 | 6 | 0 | -20
CC(=O)N1CCN(C(=O)c2ccc(Cl)c(NC(=O)c3cccs3)c2)CC1 | -2 | 2.9 | -10 | -3 | -1 | 8 | 7 | 9 | 2 | 1
COCCCNC(=O)c1cn(C)c(=O)c2c1c1ccccc1n2C | 0 | -0.9 | -3 | 0 | 5 | 2 | -10 | 15 | -3 | -1
CCOC(=O)c1c(-c2ccccc2)csc1NC(=S)NC(=O)c1ccccc1 | -5 | -1.4 | 3 | 2 | -1 | -1 | 5 | -4 | 1 | 7
COC(=O)Nc1nc2ccc(Sc3ccccc3)cc2[nH]1 | 3 | -2.4 | 11 | 7 | 7 | 3 | -17 | 5 | 19 | 5&7
Cc1sc2ncnc(SCC(=O)Nc3ccc(S(=O)(=O)N4CCOCC4)cc3)c2c1C | -28 | -0.4 | -1 | 11 | 2 | -23 | 12 | 16 | 2 | 4
Cc1cc(NC(=O)CSc2nnnn2-c2ccccc2)no1 | 1 | -2.3 | -3 | -3 | -1 | 0 | 8 | -2 | -2 | -3
COc1ccc(/C=N/NC(=O)CSc2nnc(C)n2-c2ccccc2)c(OC)c1OC | 11 | 0.3 | -4 | -8 | -2 | 4 | -5 | 8 | -6 | -2
Cc1cccc(N(CC(=O)NC2CCCCC2)C(=O)CCCC(=O)Nc2ccccn2)c1 | -3 | 1.2 | -2 | -10 | 0 | 5 | -3 | -8 | -4 | 7

3 entries already listed, arranged by length of the SMILES, ascending:
SMILES | HTRA1 inh | PG9 Ab binder | GC-A act | rCAG binder | SMARCA2 act | ABHD4 inh | ARFGAP1 inhibitor | ASAP1 inh | NPR2 activator | Rev-erbA mod
Cc1cc(NC(=O)CSc2nnnn2-c2ccccc2)no1 | 1 | -2.3 | -3 | -3 | -1 | 0 | 8 | -2 | -2 | -3
CCOc1ccccc1NC(=O)C1C2C=CC(O2)C1C(=O)O (stereo unspecified) | 1 | 1.1 | 7 | 3 | 0 | 2 | -5 | 12 | -3 | 5
Cc1sc2ncnc(SCC(=O)Nc3ccc(S(=O)(=O)N4CCOCC4)cc3)c2c1C | -28 | -0.4 | -1 | 11 | 2 | -23 | 12 | 16 | 2 | 4

Compounds from the list above containing a furan ring, fused or not (three):
SMILES | HTRA1 inh | PG9 Ab binder | GC-A act | rCAG binder | SMARCA2 act | ABHD4 inh | ARFGAP1 inhibitor | ASAP1 inh | NPR2 activator | Rev-erbA mod
Cc1cc(C(=O)NNC(=O)c2ccc(Cl)cc2Cl)c(C)o1 | -5 | 0.0 | 0 | -2 | -1 | 4 | -5 | 10 | -1 | -2
O=C(NCc1ccco1)c1ccc(-c2csnn2)cc1 | -1 | -0.7 | -1 | 1 | -4 | -8 | 13 | -4 | -3 | -3
COc1ccc(-c2oc(NC(=O)CSc3ncn[nH]3)c(C#N)c2-c2ccc(OC)cc2)cc1 | -4 | x | -4 | x | x | x | x | x | -1 | 10

The list continues:
SMILES | HTRA1 inh | PG9 Ab binder | GC-A act | rCAG binder | SMARCA2 act | ABHD4 inh | ARFGAP1 inhibitor | ASAP1 inh | NPR2 activator | Rev-erbA mod
CCc1cccc(CC)c1NC(=O)C(NS(=O)(=O)c1cccs1)c1ccccc1 (stereo unspecified) | -9 | -4.7 | -4 | 2 | -5 | -18 | 4 | -10 | -7 | -4
CCC(c1nc2ccccc2c(=O)n1CCN1CCOCC1)N1C(=O)c2ccccc2C1=O (stereo unspecified) | -5 | 1.6 | -27 | -7 | 1 | -2 | 4 | -1 | -15 | -4
O=C(NCc1ccccn1)c1ccc(Cl)c(S(=O)(=O)N2CCCCCC2)c1 | -1 | -2.2 | -6 | 1 | -4 | -18 | -4 | 2 | -2 | 3
CSc1ccccc1NC(=O)CN(C)C(=O)COc1ncnc2ccccc12 | 6 | 1.4 | 1 | 4 | -1 | -1 | 7 | 8 | 1 | -1
CC(/C=C/c1ccc(O)cc1)=NNc1ccccc1 | 5 | -3.7 | 25 | 6 | 3 | -4 | -3 | 7 | 0 | -5
COC(=O)c1sc2ncccc2c1OCc1c(Cl)cccc1Cl | -23 | -2.6 | -3 | 2 | 3 | 2 | 15 | 0 | -10 | 0
O=C1OC[C@@H]2CCCN2C(=O)[C@H](CC(=O)N(CCO)Cc2ccccc2)C/C=C\CC[C@@H]1Cc1ccc(F)cc1 | -11 | 0.7 | 1 | -6 | 0 | 2 | 4 | 13 | 8 | 3
CCc1ccccc1OCCCCN1CCCC1 | 2 | -1.4 | -5 | -7 | -3 | 8 | 0 | 5 | -3 | -4
N#Cc1ccccc1Cn1c(-c2cscn2)nc2ccccc21 | -9 | 3.0 | 9 | 6 | -1 | -4 | 6 | -7 | 24 | -1
Cc1cc(Cl)c(S(=O)(=O)NC2CCCC2)cc1OCC(=O)NC1CCCCC1 | -11 | 2.4 | -5 | -9 | -5 | 1 | 8 | -2 | -8 | 1
CSc1ccc(CNC(=O)C2(C)CCCN(C(C)C)C2)cc1 (stereo unspecified) | x | -2.0 | 4 | 0 | -2 | 5 | 5 | -2 | 4 | -3
COc1ccc(/C(C)=N\NC(=O)CSc2nnc(C)s2)cc1 | -1 | -2.5 | 3 | -2 | -1 | 3 | 9 | -7 | -1 | 3
CCCn1c(SCC(N)=O)nnc1C(C)C | 2 | 0.3 | 4 | 0 | -2 | 5 | 4 | 0 | 0 | 0
Cc1cccc(N2CC(C(=O)Nc3ccc(S(=O)(=O)N4CCOCC4)cc3)CC2=O)c1 (stereo unspecified) | 0 | -1.0 | 2 | 5 | 1 | -7 | 11 | -3 | -4 | 2
COCCn1nnnc1C(c1cccc(C(F)(F)F)c1)N1CCOCC1 (stereo unspecified) | 5 | -0.4 | 2 | -2 | -1 | -1 | -6 | 1 | 1 | -1
COc1ccc(NCC(=O)NN=C2CCS(=O)(=O)c3ccc(F)cc32)cc1 | x | -3.5 | -4 | 15 | 1 | 4 | 1 | 10 | -11 | 6
CN(C)CCN(C(=O)c1ccco1)c1nc2cc3c(cc2s1)OCCO3 | 1 | -2.0 | 0 | 0 | 9.7* | 0 | 9 | -10 | 0 | -4
COc1cccc(NC(=O)CN(C)C(=O)/C=C/c2cn(Cc3ccccc3)nc2-c2cccnc2)c1 | -9 | -3.2 | 1 | -1 | 1 | -6 | 8 | 19 | -3 | -6
O=S(=O)(O)c1ccc(Cl)c(Cl)c1 | 6 | -1.5 | -5 | -1 | 1 | 5 | 4 | 5 | -6 | 3
COC(=O)c1ccc(C2C(C(=O)c3ccco3)=C(O)C(=O)N2CC2CCCO2)cc1 (stereo unspecified) | 2 | 0.5 | 1 | 2 | 0 | 0 | -8 | -4 | 9 | -2
CCCCn1c2c(c3ccccc31)CCc1nonc1-2 | -21 | 0.0 | -1 | 9 | -3 | -3 | -5 | -3 | 2 | -9
COc1ccc(CCNC(=O)c2nc3ncccn3n2)cc1OC | 10 | -1.1 | 3 | -1 | 0 | 3 | 10 | 0 | 4 | 6
O=C(c1ccc(F)cc1)N1CCC(c2ccccc2)C1 (stereo unspecified) | 9 | -0.3 | 2 | -5 | 2 | 5 | 12 | 11 | -4 | -9
C=CCN(c1ccccc1)S(=O)(=O)c1ccc2[nH]cc(C(=O)NCCOC)c(=O)c2c1 | -7 | 6.3 | 3 | 3 | -3 | 2 | 10 | 0 | 5 | 5
COc1ccccc1NC(=O)COC(=O)/C=C/c1ccc(OC)c(OC)c1 | 0 | 0.3 | -2 | -2 | 3 | -1 | -4 | -4 | 4 | 2

Reprinted at random: three compounds from above.
SMILES | HTRA1 inh | PG9 Ab binder | GC-A act | rCAG binder | SMARCA2 act | ABHD4 inh | ARFGAP1 inhibitor | ASAP1 inh | NPR2 activator | Rev-erbA mod
COC(=O)c1ccc(C2C(C(=O)c3ccco3)=C(O)C(=O)N2CC2CCCO2)cc1 (stereo unspecified) | 2 | 0.5 | 1 | 2 | 0 | 0 | -8 | -4 | 9 | -2
O=C(c1ccc(F)cc1)N1CCC(c2ccccc2)C1 (stereo unspecified) | 9 | -0.3 | 2 | -5 | 2 | 5 | 12 | 11 | -4 | -9
N#Cc1ccccc1Cn1c(-c2cscn2)nc2ccccc21 | -9 | 3.0 | 9 | 6 | -1 | -4 | 6 | -7 | 24 | -1

Assay outcomes deposited in PubChem by several laboratories.
